# Assay outcomes (PubChem)
# Hsp70 inhibitors = Hsp70 inhibitors, probe displacement, primary screen, biochemical, fluorescence polarization (AID 583); Hsp70 fluorescence polarization probe displacement, mP; higher % means a stronger effect; one-dose displacement, % at 20 µM; IC50 in µM for titrated hits; Heat shock 70 kDa protein 1A (Homo sapiens); 0.06% of 140,000 active; in the data active = displacement above about 50%;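 also: plate controls were vehicle for no effect and reference ligand for full effect; a part of the inactive calls stands beside numbers as strong as those of hits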
# MKP-3 inhibition = MKP-3 phosphatase inhibitors, primary screen, biochemical, rat enzyme, in vitro (AID 425) | recombinant MKP-3 phosphatase activity, fluorescence; higher % means a stronger effect | inhibition, % at 20 µM; hits with a dose series show IC50 in µM | 0.17% of 110,000 active; in the data active = inhibition above about 50%;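 also: plate controls were vehicle for no effect and reference inhibitor for full effect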
# * marks the source's active call; other numbers are inactive results; nt = not tested or not shown; & = joins results of further samples.
SMILES,Hsp70 inhibitors,MKP-3 inhibition
Cc1noc(/C=C/N(C)C)c1S(=O)(=O)N1CCCC(C(=O)NCCC2=CCCCC2)C1 (stereo not drawn),-0.7%,0%
O=C(O)CCCC(=O)Nc1cccc(C(F)(F)F)c1,-2.1%,-2%
Cc1cc(NC(CC(C)C)C(=O)O)nc(Cc2ccccc2)n1 (stereo not drawn),-1.7%,-4%
O=C(COc1ccc(Cl)cc1Br)NNC(=O)c1ccccc1O,1.3%,0%
CC1(C)CC(NCCC#N)CC(C)(C)N1,-1.3%,1%
c1ccc(-c2onc3c2CCCC3)cc1,0.8%,nt
COC(=O)c1ccccc1NC(=O)C1CCCCC1C(=O)O (stereo not drawn),0.9%,-12%
COc1cc2c(cc1OC)C(C)N(CC(=O)O)CC2 (stereo not drawn),-4.9%,2%
O=C(c1cccs1)N1CCC(N2CCN(c3ccccc3)CC2)CC1,-1.4%,-4%
COc1ccccc1OCc1nc2ccccc2[nH]1,8.8%,-7%
O=[N+]([O-])c1ccc(Nc2nc(-c3ccccc3)cc(-c3ccccc3)n2)cc1,-3.2%,1%
COc1ccc(C2C(C(C)=O)=C(C)Nc3ncnn32)cc1OC (stereo not drawn),0.8%,-8%
O=C(Nc1ccccn1)N1CCOCC1,3.0%,-2%
N#Cc1ccc(CSc2nnc(NC(=O)CN3C(=O)C4CC=CCC4C3=O)s2)cc1 (stereo not drawn),0.9%,6%
O=C1CN(c2ccccc2Cl)C(=O)CN1c1ccccc1Cl,3.3%,12%
O=C1/C(=C/c2ccccc2[N+](=O)[O-])SC(=S)N1c1cccc(C(F)(F)F)c1,0.3%,-5%
Cc1ccccc1CN1CCN(C(=O)C(c2ccccc2)c2ccccc2)CC1,-3.1%,5%
CCOC(=O)CC1C(=O)NCCN1Cc1cccc(OC)c1 (stereo not drawn),0.9%,-1%
Cc1cc(N2CC(C)OC(C)C2)n2c(nc3ccccc32)c1C#N (stereo not drawn),-2.2%,4%
COc1ccc(NC(C)=O)cc1NC(=O)CN1CCN(C2c3ccccc3-c3ccccc32)CC1,11%,-5%

# Continued, starting with the last four of the part before.
SMILES,Hsp70 inhibitors,MKP-3 inhibition
Cc1ccccc1CN1CCN(C(=O)C(c2ccccc2)c2ccccc2)CC1,-3.1%,5%
CCOC(=O)CC1C(=O)NCCN1Cc1cccc(OC)c1 (stereo not drawn),0.9%,-1%
Cc1cc(N2CC(C)OC(C)C2)n2c(nc3ccccc32)c1C#N (stereo not drawn),-2.2%,4%
COc1ccc(NC(C)=O)cc1NC(=O)CN1CCN(C2c3ccccc3-c3ccccc32)CC1,11%,-5%
CCOC(=O)CSc1nnc(CCCN2C(=O)c3cccc4cccc(c34)C2=O)n1-c1ccccc1,-1.2%,2%
N#Cc1ccc(-c2csc(NC(=O)C3CC3)n2)cc1,0.0%,-5%
CC(=O)N=c1sc(C(C)(C)C)c(C)n1C,-2.8%,-13%
Brc1ccccc1OCCCN1CCCC1,-3.2%,-1%
CCN1CCN(C(=O)C2CC(c3ccc(F)cc3)=NO2)CC1 (stereo not drawn),-1.2%,-5%
CCOC(=O)c1ccc2nc(NC(=O)c3cccs3)sc2c1,-3.7%,-4%
O=C(Nc1ccccc1)c1ccc(OC(=O)c2cc3ccccc3o2)cc1,2.7%,nt
O=S(=O)(NC1CC2CCC1C2)c1ccc(Br)s1 (stereo not drawn),2.5%,-8%
Cn1c(=O)c2cc(S(=O)(=O)NC(C(=O)NCc3cccnc3)c3ccccc3)ccc2n(C)c1=O (stereo not drawn),1.8%,-10%
O=C(O)c1ccc2c(c1)C(=O)N(c1ccc(-c3nc4ccccc4c(=O)o3)cc1)C2=O,-3.4%,10%
Nc1ccc(S(=O)(=O)c2ccc(Cl)cc2)cc1,0.1%,nt
Cc1ccc(-n2nc3ccc(NC(=O)c4cc(Cl)ccc4I)cc3n2)cc1,2.6%,3%
Cc1cc(NC(=O)CCC2CCCC2)no1,1.0%,3%
O=C(c1cccc2ccccc12)N1CCN(CC2CC=CCC2)CC1 (stereo not drawn),-0.1%,-13%
CC(=O)Nc1ccc(S(=O)(=O)N2CCC(NC(=O)C(Cc3cccn3C)NC(C)=O)CC2)cc1 (stereo not drawn),-1.8%,-6%
CCn1nnnc1SCC(=O)Nc1ccc(OCc2ccccc2)cc1,-1.3%,-7%
Oc1ccccc1C1=Nc2nc3ccccc3n2C(c2ccccc2)C1 (stereo not drawn),-4.1%,-4%
O=C(O)COc1ccc(Cl)cc1CO,-5.9%,-6%
O=C(CSCc1c(F)cccc1Cl)NCC1CCCO1 (stereo not drawn),-2.7%,nt
CCC(=O)Nc1cccc(NC(=O)CSc2nnc(C(C)C)n2CC)c1,2.5%,8%

# Of the compounds above, four have two or more sulfur atoms.
SMILES,Hsp70 inhibitors,MKP-3 inhibition
N#Cc1ccc(CSc2nnc(NC(=O)CN3C(=O)C4CC=CCC4C3=O)s2)cc1 (stereo not drawn),0.9%,6%
O=C1/C(=C/c2ccccc2[N+](=O)[O-])SC(=S)N1c1cccc(C(F)(F)F)c1,0.3%,-5%
CCOC(=O)c1ccc2nc(NC(=O)c3cccs3)sc2c1,-3.7%,-4%
O=S(=O)(NC1CC2CCC1C2)c1ccc(Br)s1 (stereo not drawn),2.5%,-8%

# Next structures:
SMILES,Hsp70 inhibitors,MKP-3 inhibition
O=C(c1cc2ccccn2n1)N1CCCC1,0.6%,-6%
CCOC(=O)c1c(C)[nH]c2ccc(OC(C)=O)cc12,3.6%,0%
Clc1ccc(/C=N\N2CCN(C(c3ccccc3)c3ccccc3)CC2)cc1,1.1%,2%
Cc1cccc(N2CCN(C(=O)Cn3nc(Cc4ccncc4)c4ccccc4c3=O)CC2)c1C,1.2%,-7%
Cc1nnc(Oc2ccccc2)c2ccccc12,-6.1%,-7%
CC(C)(C)c1ccc(OCCN2CCOCC2)cc1,-3.9%,1%
c1ccc(Cn2nnnc2C(c2ccncc2)N2CCOCC2)cc1 (stereo not drawn),-0.1%,-7%
Cc1cc(NC(=O)c2ccc(-c3ccccc3)cc2)no1,20%,2%
O=C(Nc1nnc(-c2ccc3c(c2)CCCC3)o1)C1CCCCC1,5.6%,-4%
O=C(Cc1ccccc1)N(c1ccc(F)cc1)C1C=CS(=O)(=O)C1 (stereo not drawn),0.5%,6%
O=c1cc2c(nn1Cc1ccccc1Cl)-c1ccccc1CC2,8.0%,nt
O=C(c1ccc(Br)cc1)N(Cc1ccccc1)c1cccc([N+](=O)[O-])c1,6.4%,0%
CCCCC(SCC(=O)Nc1ccccc1)C(=O)O (stereo not drawn),2.9%,-15%
CCNC(=O)CC1C(=O)N(CC)C(=S)N1NC(=O)c1ccc(Cl)cc1 (stereo not drawn),-1.0%,nt
CCN(CCCNC(=O)CCCCn1c(=O)[nH]c2ccccc2c1=O)c1ccccc1,-1.1%,-8%
CCn1c2ccccc2c2cc(NC(=O)C(C)C)ccc21,0.4%,nt
Clc1ccccc1-c1nc(-c2ccccc2)n[nH]1,-1.3%,-3%
COC(=O)c1ccc2c(=O)n(CCCN3CCCC3=O)c(=S)[nH]c2c1,-0.4%,-4%
COc1ccc(N2C(=O)NC(=O)/C(=C/c3ccc(I)o3)C2=O)cc1,12%,7%
O=C(Nc1ccc(Br)cn1)c1cccc(Cl)c1,-1.1%,0%
COCCNC(=O)CSc1nc(-c2ccc(OC)c(OC)c2)cc(C(F)(F)F)n1,-0.1%,6%
Cc1ccc(C(=O)N/C(=C\c2cccc([N+](=O)[O-])c2)C(=O)Nc2ccc(C)cc2C)cc1,-2.4%,6%
CCc1nc(-c2cc(OC)c(OC)c(OC)c2)no1,-2.2%,-1%
CCOC(=O)CSCC(=O)Nc1ccc(S(=O)(=O)N2CCCCC2)cc1,-0.4%,nt
COc1ccc(N2C(=O)CCC(C(C)=O)=C2C)cc1,8.6%,-2%
Nc1ccc(Oc2ccc([N+](=O)[O-])cc2[N+](=O)[O-])cc1,-0.2%,nt
CCN(CC(=O)Nc1ccccc1C(=O)OC)S(=O)(=O)c1ccccc1,-2.2%,-9%
O=C(Nc1ccccc1)C1CCCN(S(=O)(=O)c2ccc(-n3cnnn3)cc2)C1 (stereo not drawn),1.5%,nt
c1cc(CN2CCN(C3CCCCCC3)CC2)ccn1,-2.9%,5%
Cc1cc(C)c(S(=O)(=O)NC(=O)C23CC4CC(CC(C4)C2)C3)c(C)c1,4.6%,0%
C=C(c1ccc(OC)cc1)c1ccc(OC)cc1,0.8%,nt
O=S(=O)(NCc1cccnc1)c1ccc(Cl)c(Cl)c1Cl,-0.3%,3%
O=C(NC1CCCc2ccccc21)c1ccc(=O)[nH]c1 (stereo not drawn),4.2%,nt
CC1CCCC(NC(=O)CCCn2c(=O)[nH]c3cc(Cl)ccc3c2=O)C1C (stereo not drawn),-2.4%,nt
Cc1cc2ncn(S(=O)(=O)c3ccc(S(=O)(=O)N4CCOCC4)cc3)c2cc1C,4.2%,-1%
O=C(Nc1ccc2c(c1)OCO2)OCc1ccccc1,2.3%,-4%
NC(=O)CSc1nc2ccc([N+](=O)[O-])cc2s1,-3.0%,2%
O=C(c1ccccc1CCc1ccccc1)N1CCN(c2ccccn2)CC1,2.7%,-12%
NC(=O)c1ccc(NC(=O)c2cccc(Cl)c2)cc1,-4.2%,3%
COCCCn1c(CCC(=O)O)ccc1-c1cccs1,0.1%,-8%
CCOc1cc(C(=O)NCc2ccncc2)cc(OCC)c1OCC,0.4%&1.6%,-6%&0%
C=C(C)COc1ccc(-c2[nH]ncc2Oc2ccccc2OCC)c(O)c1,2.5%,-4%
CCOC(=O)N1CCC(NC(=O)CCC(=O)N2CC(C)Oc3ccccc32)CC1 (stereo not drawn),4.5%,-2%
CC(C[N+](C)(C)C)OC(N)=O (stereo not drawn),0.3%,-7%
O=C(Nc1cccc(-c2cnc3ccccc3n2)c1)c1ccco1,3.5%,-7%
COCc1nnc(NS(=O)(=O)c2ccccc2)s1,-4.9%,-10%
COc1ccc(/C=C2\C(=O)ON=C2c2ccccc2)c(OC)c1,19%,0%
CCOC(=O)N1CCN(CCC(=O)Nc2ccc(C)cc2)CC1,nt,-6%
CC(=O)CC(=O)Nc1ccc(Cl)c(C(F)(F)F)c1,2.7%,-1%
O=C(CN(Cc1ccccc1)C(=O)c1ccc2c(c1)OCCO2)NCc1ccc2c(c1)OCO2,3.7%,-6%
CN(/N=C/c1ccc([N+](=O)[O-])cc1)C(=S)c1ccccc1,-5.8%,0%
Nn1cnnc1N/N=C/c1ccc(O)cc1O,5.2%,1%
COc1ccc(C(C)NC(=O)c2ccccc2)cc1 (stereo not drawn),-0.7%,nt
O=C(CSc1nnc(CCc2nc3ccccc3[nH]2)n1-c1ccccc1)NCc1ccco1,0.6%,-2%
CC(=O)Cc1nsc(NC(=O)c2ccc(-c3ccc(Cl)cc3Cl)o2)n1,-0.6%,nt
CN(C)c1ccc(/C=C2/C(=O)NC(=O)N(CCCO)C2=O)cc1,3.3%,1%
NC(=O)CC12CC3CC(C1)CC(CC(N)=O)(C3)C2,nt,0%
S=C1SCN(Cc2ccccn2)CN1Cc1ccco1,4.4%,-6%
CC(C)CC(=O)NS(=O)(=O)c1ccc(NC(=O)c2cccc(Br)c2)cc1,-0.6%,1%
O=C(COc1ccccc1Cl)NC(=O)NC1CCCC1,-1.7%,6%

# The results go on:
SMILES,Hsp70 inhibitors,MKP-3 inhibition
COc1ccc(-c2nc3scc(-c4ccccc4)n3n2)cc1,0.8%,-12%
CCN(CC)C(=O)CN1CCN(c2ncccn2)CC1,-2.8%,-9%
COc1ccc(N(C)S(=O)(=O)c2cccc(C(=O)NC3=NCCS3)c2)cc1,0.1%,-4%
COc1cc(NC(=O)c2ccco2)c(OC)cc1NC(=O)CCC(=O)Nc1cccc(C)c1C,-6.1%,4%
C=CCc1c(C)nc(SCCC)[nH]c1=O,6.6%,2%
C/C(=C/C(=O)Nc1c(C)n(C)n(-c2ccccc2)c1=O)C(=O)O,-1.0%,-2%
C=CCOc1c(Cl)cc(/C=C2\C(=O)NC(=O)N(c3ccc(Cl)cc3)C2=O)cc1OC,-2.3%,0%
O=C1c2ccccc2C(=O)N1CCC1=CCCCC1,-1.4%,nt
COc1ccc(-c2[nH]c3[n+](c2N)CCS3)cc1,-4.1%,4%
Cc1csc(SCC(=O)NC(=O)NCc2ccccc2)n1,-0.5%,-6%
O=[N+]([O-])c1ccc(Sc2n[nH]c(-c3ccc(Cl)cc3Cl)n2)nc1,0.2%,nt
O=C(CN1C2=NCCN2c2ccccc21)c1ccc(Br)cc1,3.0%,-10%
NC(=O)C1CCN(C(=O)CSc2nc3ccccc3o2)CC1,-4.3%,nt
Brc1ccc(OCCCCCN2CCCC2)cc1,7.5%,-1%
COc1ccc(C2CC(c3cccc(OC)c3OC)n3nnnc3N2)cc1 (stereo not drawn),1.9%,-11%
Cc1cc(C(=O)NC(C)c2ccncc2)cs1 (stereo not drawn),-1.1%,-4%
CCn1c(C(O)c2ccc(OCc3ccccc3)c(OC)c2)nc2ccccc21 (stereo not drawn),-3.0%,0%
O=C(COc1ccccc1[N+](=O)[O-])Nc1cc(Cl)cc(Cl)c1,-1.7%,1%
O=C(CSc1nnc(CNc2ccc(F)cc2)o1)N1CCCc2ccccc21,-4.5%,3%
O=[n+]1c2c(n([O-])c3c1CCC3)CCCC2,-3.2%,-3%

# Gathered by group, the entries above containing a CF3 group (four)
SMILES,Hsp70 inhibitors,MKP-3 inhibition
O=C(O)CCCC(=O)Nc1cccc(C(F)(F)F)c1,-2.1%,-2%
O=C1/C(=C/c2ccccc2[N+](=O)[O-])SC(=S)N1c1cccc(C(F)(F)F)c1,0.3%,-5%
COCCNC(=O)CSc1nc(-c2ccc(OC)c(OC)c2)cc(C(F)(F)F)n1,-0.1%,6%
CC(=O)CC(=O)Nc1ccc(Cl)c(C(F)(F)F)c1,2.7%,-1%

# These rows are one share of the data (hit frequency here may not be typical).
